UHRF1 binding – UHRF1 methyl-DNA binding inhibition | UHRF1 binding to methylated oligo, TR-FRET | inhibition, % at 4.4 µM | AID 687016 | 370,000 compounds, 0.75% hits; in the data active = inhibition above about 21%;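 also: UHRF1 SRA domain binding a hemimethylated CpG hairpin DNA probe; 0% = median of test compound wells and 100% = reference inhibitor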
Tn6 DDE FP – DD(E)-Tn6 binding inhibition, primary FP screen; P02675; Fibrin DD(E) TRITC-Tn6 fluorescence polarization displacement; inhibition, % at 8.3 µM; 370,000 compounds, 0.21% hits; AID 720509;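 active = inhibition above a per-campaign cutoff: mean of compounds within control limits plus 3 SD, cut at about 15% in these data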;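 also: 0% = median of all compound wells on the plate and 100% = blocking peptide control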
Target sequence (P02675 whole entry, looked up): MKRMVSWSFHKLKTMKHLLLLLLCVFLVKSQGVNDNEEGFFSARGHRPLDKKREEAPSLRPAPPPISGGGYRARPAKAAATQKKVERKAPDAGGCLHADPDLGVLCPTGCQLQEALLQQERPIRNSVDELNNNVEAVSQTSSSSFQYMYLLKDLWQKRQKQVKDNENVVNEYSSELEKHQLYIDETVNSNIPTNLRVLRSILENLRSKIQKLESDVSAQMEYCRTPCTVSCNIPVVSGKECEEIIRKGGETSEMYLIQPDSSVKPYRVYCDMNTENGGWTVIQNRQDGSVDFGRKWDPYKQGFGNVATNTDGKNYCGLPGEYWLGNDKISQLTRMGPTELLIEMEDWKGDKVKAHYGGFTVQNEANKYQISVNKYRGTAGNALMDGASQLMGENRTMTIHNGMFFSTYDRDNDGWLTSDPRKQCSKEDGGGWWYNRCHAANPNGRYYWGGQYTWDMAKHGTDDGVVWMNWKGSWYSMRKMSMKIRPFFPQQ
MBD2 DNA inh – inhibitors of human MBD2 binding to methylated oligonucleotide; Q9UBB5; TR-FRET; inhibition, % at 4.4 µM; 370,000 compounds, 0.31% hits; AID 686964; in the data active = inhibition above about 13%
SIAE inh – inhibitors of human sialic acid acetylesterase SIAE. Q9HAT2. SIAE FP-Rh probe binding, fluorescence polarization. inhibition, % at 9.66 µM. 370,000 compounds, 0.69% hits. AID 1053197;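 active = inhibition above a cutoff: mean of compounds within the control limits plus 3 SD of those, cut at about 17% in these data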;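 also: 0% = plate median of compound wells and 100% = probe without SIAE protein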
Target sequence (Q9HAT2 whole entry, looked up): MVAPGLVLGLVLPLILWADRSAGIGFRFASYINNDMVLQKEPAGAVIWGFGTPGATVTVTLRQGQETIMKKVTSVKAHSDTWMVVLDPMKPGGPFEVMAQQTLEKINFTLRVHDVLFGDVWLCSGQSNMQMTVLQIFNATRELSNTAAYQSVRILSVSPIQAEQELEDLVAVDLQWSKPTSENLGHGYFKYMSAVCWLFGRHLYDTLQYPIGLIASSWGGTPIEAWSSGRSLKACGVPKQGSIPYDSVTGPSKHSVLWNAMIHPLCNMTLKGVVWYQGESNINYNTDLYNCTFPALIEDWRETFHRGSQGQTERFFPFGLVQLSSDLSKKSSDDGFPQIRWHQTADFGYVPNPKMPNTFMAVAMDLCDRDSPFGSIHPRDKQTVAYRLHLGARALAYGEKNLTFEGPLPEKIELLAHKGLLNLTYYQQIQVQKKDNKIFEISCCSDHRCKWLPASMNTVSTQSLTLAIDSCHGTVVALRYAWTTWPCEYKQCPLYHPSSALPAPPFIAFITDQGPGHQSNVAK
TDP2 absorb – TDP2 (human) inhibition, absorbance primary screen; recombinant TDP2, T5PNP hydrolysis, p-nitrophenol absorbance 415 nm; O95551; inhibition, % at 12.8 µM; 370,000 compounds, 0.34% hits;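 active = inhibition above the mean of all tested compounds plus 3 SD, set per campaign, cut at about 25% in these data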;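 also: 0% = DMSO with enzyme and 100% = buffer with substrate but no TDP2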
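Test system: human TDP2 enzyme; Input: 120 nM TDP2 per well; Buffer or medium: Mg2+-containing Tris-HCl buffer, pH 7.5; Reagent: 5 mM T5PNP; Dosing: 12.8 µM single point, 1% DMSO; Incubation: reaction 2 h, 37 °C; Detection: p-Nitrophenol epi absorbance; Read-out: % inhibition relative to enzyme-containing and enzyme-free wells; Replicates: single well per compound.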
TCR CD3 inh – inhibitors of human TCR-CD3 interaction | TAMRA-labeled TCR probe fluorescence, biochemical | inhibition, % at 9.4 µM | 360,000 compounds, 0.37% hits | AID 651800; in the data active = inhibition above about 19%;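 also: recombinant mutant TCR 2C K166C tagged with TAMRA read by polarization; 0% = receptor in buffer alone and 100% = receptor with positive control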
PRMT1 inh – PRMT1 (human) inhibition, primary screen; inhibition, % at 2.79 µM; AID 652257; recombinant PRMT1, activity-based probe fluorescence polarization; 370,000 compounds, 1.3% hits; Q99873;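 active = inhibition above about 21% made by adding two undisclosed values, limit read from the data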
LEDGF integ inh – blocks HIV-1 LEDGF/p75-dependent DNA integration; TR-FRET IN-LEDGF/p75 DNA integration, Eu/Cy5; inhibition, % at 3.7 µM; 370,000 compounds, 0.64% hits; AID 743269;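 active = inhibition above the screen-wide mean plus 3 SD, cut at about 13% in these data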;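 also: signal is the Cy5 over europium emission ratio at 671 and 618 nm; 0% = plate median of compound wells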
Tn7 DDE FP – DD(E)-Tn7 binding inhibition, primary FP screen. FP displacement of FITC-Tn7 peptide from fibrin DD(E); 0% = median of compound wells per plate. inhibition, % at 8.3 µM. P02675. 370,000 compounds, 0.13% hits;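 active = inhibition above the mean of compounds falling within the control limits plus 3 SD of them, cut at about 14% in these data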;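 also: 0% = plate median of compound wells and 100% = 10 µM Aha-Tn7 peptide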
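assay system = human clot-derived fibrin DD(E) complex | quantity = Fibrin-DD(E) at 2 µM final | timing = 10 min preincubation, 3 h with tracer, room temperature | signal = fluorescence polarization | measure = percent inhibition | benchmarks = high control wells with 10 µM unlabelled Aha-Tn7 peptide (full inhibition) | replicates = singlicate testing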
proKLK7 act – activators of human kallikrein-7 zymogen; P49862; purified proKLK7, EDANS-DABCYL substrate fluorescence; 100% is mature enzyme control, 0% vehicle; activation, % at 7 µM; 370,000 compounds, 0.9% hits; AID 652039;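 active = activation above the mean of all tested compounds plus 3 SD, computed per campaign excluding outliers beyond control limits, cut at about 13% in these data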
* = called active by the depositor; nt = not tested or not shown; & = joins results of further samples. Random draw from the library, and some 4.6% of all compounds hit somewhere here.

SMILES	UHRF1 binding	Tn6 DDE FP	MBD2 DNA inh	SIAE inh	TDP2 absorb	TCR CD3 inh	PRMT1 inh	LEDGF integ inh	Tn7 DDE FP	proKLK7 act
CC(NC(=O)c1cc(S(=O)(=O)N(C)C)ccc1Cl)c1ccc(-n2ccnc2)cc1 (configuration not stated)	1	-8	4	-1	9	10	2	-3	-3	1.1
COc1ccc(Nc2nc(N)nc(CSc3nncn3C)n2)cc1	1	3	-1	-1	-9	8	-2	-1	0	0.7
O=C(Nc1nnc(C2=COCCO2)o1)c1cccc([N+](=O)[O-])c1	0	-3	3	-3	13	3	2	0	0	-0.1
Cc1nc2ccc(Br)cn2c1C(=O)N/N=C\c1ccccc1Cl	1	1	-5	-5	1	-5	-1	1	4	-0.4
COc1cc(C=O)ccc1OCC(=O)Nc1ccccc1N1CCOCC1	1	-4	2	1	-6	-2	2	-3	3	0.3
CCNC(=O)Nc1ccc(-n2nc(C)c(C(=O)OCC)c2C)nc1	3	7	-2	-1	-8	8	1	0	-1	0.4
NC(=O)NC(=O)CN1C(=O)NC2(CCOc3ccccc32)C1=O (configuration not stated)	-1	8	6	-4	3	-6	3	-4	-2	-0.3
CC(C)(C)OC(=O)N1CCN(c2ccc(NC(=O)c3ccco3)cc2)CC1	0	-3	-7	4	9	5	1	-2	3	-0.5
O=C(CSc1ccc(-c2ccccc2)nn1)c1cccs1	1	-4	2	-11	3	5	6	0	-2	0.2
CC(=O)c1csc(-c2ccccc2)n1	2	-1	1	-6	-8	0	4	-1	3	-0.6
O=C(/C=C/c1ccc(F)cc1)NC(=S)Nc1ccccc1	0	-2	-1	-6	4	2	1	2	-2	0.3
COc1ccc(CNC(=O)O[C@H]2CC[C@@]34CCCN3C(=O)CCC[C@H]4[C@H]2C)cc1	-1	-1	-2	1	-1	nt	0	-2	-3	nt
CCN(C(=O)COC(=O)/C(=C/c1ccccc1)n1nnnc1C)C1CCCCC1	4	2	5	-5	-20	-5	9	-2	-2	0.2
CC(C)(C)n1cnnc1Sc1ccc([N+](=O)[O-])cn1	1	11	-6	3	-10	3	0	4	-8	0.2
Cc1nn(C)c(Oc2ccccc2)c1CCNC(=O)CCl	1	3	0	2	-4	4	3	1	-6	0.0
CC1CC(C)CN(S(=O)(=O)c2ccc3c(c2)NC(=O)C(C)C(=O)N3)C1 (configuration not stated)	-1	1	-2	0	4	-2	-1	0	-5	0.0
COCCn1c(SCC(=O)Nc2ccccc2OC)nc2c(oc3ccccc32)c1=O	1	2	-4	-2	10	0	1	0	0	-0.5
Clc1ccc2c(c1)-c1nnc(Br)n1-c1ccccc1S2	1	-3	0	5	-6	2	0	6	1	0.3
Cc1[nH]nc2c1C1(CCN(C(=O)c3ccccc3)CC1)C(C#N)=C(N)O2	-4	3	0	9	10	-8	-2	0	-2	0.2
OC(CN1C2=NCCCN2c2ccccc21)c1ccc(Cl)cc1 (configuration not stated)	1	2	-1	0	2	0	-2	2	-9	-0.2
Cc1ccc(-c2cccc(OC(=O)c3ccccc3F)c2)cc1	-4	0	1	5	16	6	1	1	-2	-0.1
CN(CCCNC(=O)c1cccc(N2CCCC2=O)c1)c1ccccc1	1	-9	5	6	-2	-7	0	0	6	-0.8
CC(OC(=O)Cc1n[nH]c(=O)c2ccccc12)C(=O)Nc1ccc(Cl)cn1 (configuration not stated)	-3	4	-2	3	5	-1	-3	4	0	0.1
COc1ccc(N2CCN(C(=O)C3CCCN(S(=O)(=O)c4ccc(C)cc4)C3)CC2)cc1 (configuration not stated)	-1	-2	-3	-10	-10	6	-3	0	-4	-0.4
CNC(=S)N1CCc2sccc2C1C (configuration not stated)	5	-9	-3	-5	-1	-2	-2	-1	0	0.1
CCOC(=O)c1c(NC=O)sc2c1CCC2	1	-5	2	12	7	-11	2	-1	4	-0.3
O=C(NC(=S)Nc1cccc2c(O)cccc12)c1ccccc1[N+](=O)[O-]	-3	-9	-1	23*	4	11	10	4	-4	-0.6
COC(=O)CN1C(=O)N/C(=C/c2ccc(OC)c(C)c2OC)C1=O	-5	3	-4	-5	2	1	-1	0	7	-0.3
COCCCN1CN=C(Nc2nc3ccccc3o2)NC1	-3	0	6	3	6	-1	-4	0	-3	-0.6
Cc1c(C(=O)N2CCCCCC2)c(S(=O)(=O)Nc2ccccc2F)c(C)n1C	5	-4	0	-2	-15	0	2	-1	4	0.3
CCCCCCCC1CC(CSC(=N)N)OC1=O (configuration not stated)	1	13	-4	-4	-1	-1	0	1	4	-1.3
NC(=O)CC(NC(=O)Cc1ccc(Br)cc1)c1ccc(N2CCC(Br)CC2)c([N+](=O)[O-])c1 (configuration not stated)	-1	-20	2	-16	-7	8	0	-6	-9	0.0
CSc1nc(-c2ccccc2)nc(C(Cl)Cl)n1	0	9	3	-7	1	7	-2	1	-4	-0.5
Cn1c(=O)c2[nH]c(-c3ccccc3)c(O)c2n(C)c1=O	-4	1	-2	7	-8	1	76*	-3	17*	17*
NS(=O)(=O)c1cccc(NC(=O)CSc2nc3ccccc3c(=O)n2Cc2ccco2)c1	1	2	3	-1	-7	-14	80*	2	-3	0.1
Cc1cccc(N2CCN(C(=O)Cc3ccc(Br)cc3)CC2)c1C	-1	-1	-5	-1	-2	4	-3	0	5	0.6
Cc1ccc(Cl)cc1N1CCN(S(=O)(=O)c2c(C)[nH]c(=O)[nH]c2=O)CC1	2	13	1	-9	-1	0	1	-1	7	1.1
CCS(=O)(=O)N1CCC(C(=O)Oc2ccccc2Br)CC1	0	-7	6	12	2	0	2	-1	2	0.5
CCNC(=O)C1(C)CCN(Cc2ccc(C(=O)OCC)o2)C1 (configuration not stated)	-1	0	-1	-6	0	1	1	3	-5	-0.4
CC1CC(C(F)F)n2nc(C(=O)O)cc2N1 (configuration not stated)	-1	-2	-3	6	13	5	2	3	-5	0.0
CCCOc1cccc(NC(=O)c2c(-c3ccccc3)noc2C)c1	-1	-2	-2	4	-4	-1	-1	1	-3	-0.2
Cc1onc(-c2ccccc2)c1C(=O)NNC(=S)NC(=O)/C=C/c1ccccc1	-5	0	-2	12	8	5	-5	3	-8	-0.1
CN(C)C(=O)c1cccn1-c1ncc(C(F)(F)F)cc1Cl	0	7	2	-3	6	-1	3	-4	0	0.3
OC(COCc1ccccc1)Cn1cnc2ccccc21 (configuration not stated)	4	6	0	-1	16	-2	-4	-2	0	-0.3
O=C(Nc1ccccc1C(=O)O)c1cc(S(=O)(=O)N2CCOCC2)c(Br)s1	-2	3	-1	2	6	-10	1	1	0	0.6
Cc1nc(CNC(=O)c2ccccc2OC2CCN(S(C)(=O)=O)CC2)cs1	-1	1	1	-3	-2	-4	-1	2	-4	0.2
Cc1nn(CC(=O)OCC(=O)NCCc2ccc(S(N)(=O)=O)cc2)c(C)c1[N+](=O)[O-]	0	-4	5	0	10	-5	1	-2	8	-0.1
C/C(CC(=O)Nc1ccc2c(c1)OCCO2)=N\NC(=O)COc1ccc(Cl)c(C)c1	-3	1	-7	-3	8	12	2	0	3	0.3
CCOC(=O)[C@]12CCC=C1N(Cc1ccccc1)C(=O)[C@H](CC(=O)NCCC(C)C)C2	24*	1	-3	0	4	-2	2	-3	3	-0.2
N=C(N)SCc1nc2ccccc2c(=O)n1-c1ccccc1	-1&1	-3&-9	-5&-2	-8&3	3&0	3&-3	17&9	3&1	6&-7	-2.1&-1.9
Cc1cccc(COc2ccccc2/C=N/Nc2ccc([N+](=O)[O-])cc2)c1	0	2	-1	16	-20	1	-1	2	-11	0.0
Cc1nnc(-c2cnn(-c3ccccc3)c2N)n1Cc1ccccc1	1	-6	6	-3	0	-1	0	2	8	0.4
CCNC(=O)C1(C)CCCN(Cc2noc(-c3c(C)noc3C)n2)C1 (configuration not stated)	0	0	-2	-4	-4	4	-2	1	-3	-0.2
CCCCCCCC(=O)NNC(=O)c1c(O)c2ccccc2n(CCC)c1=O	-1	3	3	4	3	7	-2	-3	6	0.7
Nc1ccc2c(c1)-c1ccc(F)cc1C2=O	-15	2	-10	-7	-4	-11	6	-3	2	-0.5
COc1ccc(OC)c(NC(=O)C(=O)N/N=C(\C)CC(=O)Nc2ccc(Cl)cn2)c1	-3	-3	1	4	5	0	1	-4	0	-12
Cc1ccc(C)c(S(=O)(=O)N2CC(=O)Nc3ccccc32)c1	2	3	4	1	2	1	0	1	2	1.6
COc1ccc(N(CC(=O)N2CCCC(C)C2)S(=O)(=O)c2c(C)nn(C)c2C)cc1 (configuration not stated)	1	7	4	-1	12	0	-3	1	5	0.5
COC(=O)[C@]1(C)N[C@H](CN(C)C(=O)c2ccc(C)cc2)[C@@H]2C(=O)N(Cc3ccccc3)C(=O)[C@@H]21	0	6	-2	7	6	-2	-1	3	-1	-0.2
COc1ccccc1N1CCN(S(=O)(=O)c2ccccc2F)CC1	-1	6	-1	0	-9	1	2	-3	-1	0.3

Further structures.
SMILES	UHRF1 binding	Tn6 DDE FP	MBD2 DNA inh	SIAE inh	TDP2 absorb	TCR CD3 inh	PRMT1 inh	LEDGF integ inh	Tn7 DDE FP	proKLK7 act
CCO[C@H]1OC(C(=O)Nc2ccccc2)=C[C@@H](C)[C@@H]1CCCO	-1	-3	-1	-2	7	0	2	-1	11	0.4
CCCn1c(SCc2ccccc2)nc2c1c(=O)[nH]c(=O)n2C	3	0	-5	2	4	2	1	1	-7	0.3
O=C(OC1CCOC1=O)c1cc(-c2cccs2)nc2ccccc12 (configuration not stated)	0	-5	-3	-3	2	6	0	-2	7	275*
CC(=O)NC(=Cc1ccccc1)C(=O)N1CCCC1C(=O)O (configuration not stated)	-3	2	3	-2	-3	5	-2	-4	-1	-0.2
CN(C(=O)C1Cc2c(-c3ccccc3Oc3ccccc3)ccnc2O1)c1ccccc1 (configuration not stated)	1	-3	4	1	0	-1	1	-3	1	-0.3
Cc1cc(C(=O)NC2CCCc3c2cnn3-c2cccc(C)c2C)c(C)o1 (configuration not stated)	-2	7	2	2	0	9	1	-4	2	-0.2
COc1ccc(Cl)cc1NC(=O)CC1S/C(=N/N=C2CCCCCC2)NC1=O (configuration not stated)	1	4	-1	-13	-7	0	2	0	8	-0.6
